# Screening data: PubChem, several laboratories
# TNAP act hiacc = TNAP activators at high phosphate acceptor level, primary screen, biochemical, luminescence, uHTS; AID 1136, 2008; activation factor at 20 µM; purified TNAP, CDP-star luminescence, 1 M DEA, 30 min; stronger effect = higher value; 0 = EDTA background, 1 = DMSO-only activity; 200,000 tested, under 10 active;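 active = activation factor at least 2 at 20 µM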
# Target sequence (P05186 whole entry, looked up): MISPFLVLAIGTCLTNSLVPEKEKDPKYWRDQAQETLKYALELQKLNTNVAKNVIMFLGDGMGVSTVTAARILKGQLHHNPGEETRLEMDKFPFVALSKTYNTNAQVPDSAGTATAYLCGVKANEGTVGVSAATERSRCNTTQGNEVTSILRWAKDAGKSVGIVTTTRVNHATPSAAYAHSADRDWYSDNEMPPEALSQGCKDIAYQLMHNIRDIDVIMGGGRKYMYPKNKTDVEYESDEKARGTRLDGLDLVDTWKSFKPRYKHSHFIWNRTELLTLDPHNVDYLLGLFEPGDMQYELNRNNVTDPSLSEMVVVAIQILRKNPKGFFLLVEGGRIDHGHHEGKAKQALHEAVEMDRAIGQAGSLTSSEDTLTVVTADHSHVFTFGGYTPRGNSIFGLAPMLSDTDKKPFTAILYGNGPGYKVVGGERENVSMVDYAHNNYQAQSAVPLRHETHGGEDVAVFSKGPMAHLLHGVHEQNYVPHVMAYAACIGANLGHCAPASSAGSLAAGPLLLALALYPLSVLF
#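 Control set: EDTA negative control, DMSO positive control / Assay system: human TNAP / Quantity: TNAP 1/800 final / Evaluation: TNAP activation factor scaled between EDTA and DMSO control wells / Measured by: luminescent substrate turnover signal / Compound dosing: one dose, 20 µM / Times: 30 min enzyme reaction at room temperature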
# TNAP inh noacc = human TNAP enzyme inhibitors, primary screen, biochemical, luminescent, no phosphate acceptor, uHTS; Alkaline phosphatase, tissue-nonspecific isozyme (Homo sapiens), P05186; purified TNAP, CDP-star luminescence, 30 min; inhibition, % at 20 µM; 0.26% of 200,000 active; AID 1012, 2008;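 active = tissue-nonspecific alkaline phosphatase inhibition above about 50% at 20 µM in the single-dose screen, limit read from the data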;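 also: 0% = DMSO negative control and 100% = EDTA positive control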
# PMI act satM6P = human PMI activators, high substrate, primary screen, biochemical, fluorescence intensity, near-saturating mannose 6-phosphate | Mannose-6-phosphate isomerase (Homo sapiens), P34949 | coupled PMI enzyme assay, resazurin fluorescence, 20 min; stronger effect = higher value; 1 = untreated enzyme, 0 = substrate-free blank | activation factor at 20 µM | 0.34% of 190,000 active;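 active = activation factor of 2 or more at 20 µM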
#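 Test system: human phosphomannose isomerase with PGI, G6PDH, diaphorase coupling enzymes / Doses: 20 µM compound, 1% DMSO / Times: enzyme reaction with compound 20 min at room temperature / Measured by: Diaphorase-driven resazurin-to-resorufin fluorescence, excitation 544, emission 590 nm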
# Diaph inh CS = diaphorase inhibitors and chemical oxidizers, primary screen, counter-screen for diaphorase-coupled primary assays, biochemical, uHTS, resorufin fluorescence | diaphorase resazurin-to-resorufin fluorescence, NADH, 16 min; bacterial (C. kluyveri) enzyme, not human | AID 1217, 2008 | inhibition, % at 20 µM | 0.69% of 190,000 active;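 active = primary screen inhibition at 20 µM above a set limit, cut at about 50% in these data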;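 also: plate controls were DMSO with full reaction for no effect and wells lacking NADH for full effect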
#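 Test system: diaphorase enzyme from Clostridium kluyveri; amount: diaphorase at 0.14 U/mL in enzyme working solution; detection: fluorescence of resorufin formed from resazurin, Ex 544/Em 590 nm; times: reaction incubation of 16 min at room temperature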
# Efa HMGR inh = inhibitors of E. faecalis class II HMGR, primary screen, biochemical, Enterococcus faecalis. HMG-CoA reductase (Enterococcus faecalis, mvaE). purified E. faecalis HMGR, NADPH absorbance 340 nm kinetic. inhibition, % at 10 µM. 0.41% of 190,000 active;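 active = inhibition above a set limit, the median over all tested compounds plus 3 SD, cut at about 9.5% in these data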;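 also: enzyme runs in reverse so mevalonate oxidation gives rising NADPH absorbance; 0% = complete reaction with DMSO and 100% = background rate lacking mevalonate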
# PMI act = activators of human PMI, primary screen, biochemical, fluorescence intensity, near-Km mannose 6-phosphate. Mannose-6-phosphate isomerase (Homo sapiens), P34949. purified human PMI, coupled resazurin fluorescence, 20 min; stronger effect = higher value; 1 = vehicle control, 0 substrate-free wells. activation factor at 20 µM. 0.005% of 190,000 active. AID 1214, 2008;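 active = activation factor of 2 or more at 20 µM, relative to plate controls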
# G6PDH counter = L. mesenteroides G6PDH inhibitors, counter-screen for G6PDH-coupled screening assays, biochemical, Leuconostoc mesenteroides enzyme | Purified L. mesenteroides G6PDH, diaphorase/resazurin coupled fluorescence, 45 min | inhibition, % at 5 µM | 0.12% of 200,000 active | AID 1020, 2008; in the data active = inhibition above about 50%
# TNAP inh hi DEA = human TNAP enzyme inhibitors, primary screen, biochemical, luminescent, high phosphate acceptor level, uHTS; Alkaline phosphatase, tissue-nonspecific isozyme (Homo sapiens), P05186; purified TNAP, CDP-star luminescence, 1 M DEA; inhibition, % at 20 µM; 0.03% of 200,000 active; AID 1135, 2008;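 active = over 50% inhibition of tissue-nonspecific alkaline phosphatase at 20 µM in the single-dose screen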;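 also: plate controls were DMSO wells for no effect and EDTA-quenched wells as full inhibition for full effect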
# Diaph act CS = compounds boosting diaphorase resazurin reduction – biochemical, uHTS, resorufin fluorescence, counter-screen for diaphorase-coupled primary assays, primary screen; 0.005% of 190,000 active; activation factor at 20 µM; AID 1229, 2008; Diaphorase/resazurin coupled assay, 16 min; stronger effect = higher value; 1 = vehicle wells, 0 = NADH-free wells;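 active = diaphorase activity raised at least twofold by the compound at 20 µM; inactive = activation factor below 2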
#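 Assay system: Purified diaphorase enzyme from Clostridium kluyveri | Amount: Enzyme 0.07 U/mL final | Dosing: Compound 20 µM once, DMSO 1% | Timing: 16 min reaction at room temperature | Detection: Fluorescence, excitation 544 nm and emission 590 nm | Evaluation: Higher resorufin formation from activation or reduction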
# FLuc stim CS = FLuc activators, initial screening, artefact control for FLuc-dependent activation tests, biochemical, ATPlite luminescence. Luciferin 4-monooxygenase (Photinus pyralis), P08659. ATPlite luciferase biochemical, 10 min; 0 = ATP-free wells, 1 = DMSO control. 200,000 tested, under 10 active. activation factor at 10 µM. AID 1027, 2008;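 active = luciferase activation factor, scaled between plate controls, of at least 2 with compound at 10 µM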
# Target sequence (P08659 whole entry, looked up): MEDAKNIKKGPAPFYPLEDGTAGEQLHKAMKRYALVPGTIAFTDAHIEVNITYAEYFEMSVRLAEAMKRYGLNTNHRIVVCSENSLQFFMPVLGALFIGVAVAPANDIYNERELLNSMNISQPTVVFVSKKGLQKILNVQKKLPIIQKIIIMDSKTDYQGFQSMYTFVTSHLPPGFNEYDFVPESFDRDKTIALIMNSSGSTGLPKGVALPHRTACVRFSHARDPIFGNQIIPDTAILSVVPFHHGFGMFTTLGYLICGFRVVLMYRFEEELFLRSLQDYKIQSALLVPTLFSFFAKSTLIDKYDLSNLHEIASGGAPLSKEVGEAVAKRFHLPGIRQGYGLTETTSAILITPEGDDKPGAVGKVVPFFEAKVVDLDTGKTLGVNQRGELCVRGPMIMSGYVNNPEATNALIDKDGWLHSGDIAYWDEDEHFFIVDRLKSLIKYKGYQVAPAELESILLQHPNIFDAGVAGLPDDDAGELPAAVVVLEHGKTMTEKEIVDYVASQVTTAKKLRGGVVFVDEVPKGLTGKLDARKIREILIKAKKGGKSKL
#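 System: cell-free luciferase reagent; medium: PBS as buffer for the ATP substrate; doses: test compounds dosed from 2 mM stocks in 100% DMSO; incubation: 10 min, room temperature; measured by: luminescence from luciferase reaction; read-out: luciferase activation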
# Active calls of the source: *; . = no result given.
molecule	TNAP act hiacc	TNAP inh noacc	PMI act satM6P	Diaph inh CS	Efa HMGR inh	PMI act	G6PDH counter	TNAP inh hi DEA	Diaph act CS	FLuc stim CS
CS(=O)(=O)N(CC(=O)Nc1cccc(F)c1)c1cccc([N+](=O)[O-])c1	1	-6	0.9	16	-6	1	2	0	0.8	1.1
CCn1nnc(NC(=O)c2ccc(C(C)(C)C)cc2)n1	1.1	-2	1.1	-4	0	1.1	2	-9	1	0.2
O=C(CCS(=O)(=O)c1ccc(Cl)cc1)NCCc1c[nH]c2ccccc12	1	-9	0.8	22	-1	0.8	4	-2	0.8	1
Cc1cc(N)n2ncc(-c3ccccc3)c2n1	1	-11	0.9	11	2	0.9	4	-4	0.9	0.8
O=C(c1ccco1)N1CCN(C2CC(=O)N(c3ccc4c(c3)OCO4)C2=O)CC1 (stereo unspecified)	1	-3	1	-4	0	1	-3	-4	1	1.1
Cc1noc(NS(=O)(=O)c2ccc(N/C=C\C(=O)c3ccc(Br)cc3)cc2)c1C	1	3	1.2	-9	-2	1.1	-1	5	1.1	0.9
COc1c(S(=O)(=O)Nc2cccnc2)ccc(Cl)c1Cl	1	4	1	4	-2	0.9	16	2	1	1.1
Cc1ccc(-n2c(-c3ccncc3)n[nH]c2=S)cc1C	1	-10	1	18	-4	1	3	0	0.8	0.9
O=Cc1ccc(N2CCCC2)o1	1	-2	1	1	-1	1.1	11	-3	1	1.1
CC1CN(c2nc3ccccn3c(=O)c2C=O)CC(C)O1 (stereo unspecified)	1.1	-12	1	6	-6	1	0	-8	0.9	1.1
CCN(CC)c1ccc2c(Cl)cc(=O)oc2c1	1.1	-21	0.9	18	2	1	4	-6	0.8	1.1
CCCN1CCN(C(=S)Nc2ccc(SC(F)F)cc2)CC1	1	-3	1	6	-6	1	7	1	0.9	0.8
CC1CCCN(c2nc3c(c(=O)n(C)c(=O)n3C)n2CCSc2nc3ccccc3s2)C1 (stereo unspecified)	1	-3	0.9	12	0	0.9	9	2	0.9	1
Cc1cccc(NC(=S)Nc2ccc(Cl)c(Cl)c2)c1	1.1	-17	1	12	-4	1	-4	-5	0.9	1
O=C(Nc1ccc2c(c1)nc1n2CCSC1)c1ccccc1	1	34	0.9	13	0	0.9	-24	4	0.9	0.2
S=C(NCCCN1CCOCC1)NC1CCCC1	1.1	-14	1	8	-5	1	8	-6	0.9	1
CCOC(=O)C1(S(=O)(=O)c2ccc(Cl)cc2)CCN(Cc2ccc(Cl)cc2)CC1	1	-1	0.8	25	0	0.8	3	2	0.7	1
Cc1nc([N+](=O)[O-])c(C(=O)O)n1C	1	-3	1.2	7	-2	1.3	3	-4	0.9	1.1
Cc1cc(-c2ccccc2)n2ncc(C#N)c2n1	1	-10	1.1	8	-7	1.1	2	-2	0.9	1
Cc1ccccc1CSCc1nc2ccccc2[nH]1	1	-62	1	-10	-6	1	4	-3	1.1	1
Cn1c(=O)[nH]c(=O)c2c1nc(N1CCCCCC1)n2CCSc1nc2ccccc2o1	1.1	-2	0.9	16	1	0.9	0	-7	0.8	1
Cc1nn(-c2ccccc2)c2sc(C(=O)OCn3nnc4ccccc4c3=O)cc12	1	-3	0.9	9	-2	0.9	-2	0	0.9	1
N#CCCN(/N=C/c1cccnc1)C1=NS(=O)(=O)c2ccccc21	1	-3	1.2	-6	-5	1.3	0	0	1.1	1
CN1CCN(c2ccc(NC(=O)CSc3ccccc3)cc2F)CC1	1	-6	1	6	0	1	3	2	0.9	0.9

# Some of the entries so far, with two lines to a compound.
# Below each SMILES – TNAP act hiacc	TNAP inh noacc	PMI act satM6P	Diaph inh CS	Efa HMGR inh	PMI act	G6PDH counter	TNAP inh hi DEA	Diaph act CS	FLuc stim CS
> Cc1ccccc1CSCc1nc2ccccc2[nH]1
  1	-62	1	-10	-6	1	4	-3	1.1	1
> Cn1c(=O)[nH]c(=O)c2c1nc(N1CCCCCC1)n2CCSc1nc2ccccc2o1
  1.1	-2	0.9	16	1	0.9	0	-7	0.8	1

# Later entries
molecule	TNAP act hiacc	TNAP inh noacc	PMI act satM6P	Diaph inh CS	Efa HMGR inh	PMI act	G6PDH counter	TNAP inh hi DEA	Diaph act CS	FLuc stim CS
CN1CCC(OC(=O)COc2ccc(Br)cc2)CC1	1	0	1	-12	-1	1.1	0	1	1.1	1
CC(=O)Nc1ccc(C(=O)OCc2ccc(F)cc2)cc1	1	-8	0.9	8	-2	0.9	23	-4	0.9	1
COc1cc(CNCCc2ccc(S(N)(=O)=O)cc2)ccc1OCC(=O)N1CCCCC1	1	-12	1.1	1	-9	1	-12	2	1	1
O=C(C[n+]1ccccc1)N/N=C/c1ccccc1[N+](=O)[O-]	1	-2	1	11	0	1.1	-1	-2	0.9	1.1
Cc1cc(C)nc(Nc2n[nH]c(COc3ccc4ccccc4c3)n2)n1	1	-56	0.9	11	-2	0.9	2	-3	0.9	1.1
Cc1ccc(NC(=O)Cn2cccc2)cc1	1	-9	1	7	0	1	5	-4	0.9	1
CCOC(=O)C1CCN(C(=O)COc2ccc(Cl)cc2C)CC1	1	1	0.9	9	3	0.9	9	2	0.9	1
COc1ccc(F)cc1C(=O)C1CCCN(Cc2c[nH]c3ccccc23)C1 (stereo unspecified)	1.1	-6	1.1	-8	-4	1	8	-5	1.1	1
O=C(NCc1ccc2c(c1)OCO2)c1ccc(NS(=O)(=O)c2ccc3c(c2)OCCO3)cc1	1	-6	0.9	35	1	0.8	4	-1	0.6	1.1
CCCn1c(C)cc(C(=O)COC(=O)c2c(C)nn(-c3ccccc3)c2C)c1C	1	-6	0.9	19	-2	0.8	11	0	0.8	1
CC(C)CNc1nc(Oc2ccc(=O)[nH]n2)nc(N(C)C)n1	1	-5	1	12	1	1	9	-1	0.9	1
S=C1NC2=C(CCCC2=C2SCCCS2)C(c2ccccc2)N1 (stereo unspecified)	1	3	1	6	-1	1	1	5	0.9	0.9
O=c1c2cn[nH]c2[nH]c(=S)n1-c1ccccc1F	1	-23	1.1	16	3	1.1	2	4	0.8	1
O=C(Cc1ccc(Br)cc1)N1CCN(c2ccccc2)CC1	1	-1	1	3	-4	1	-2	-5	1	1
Cn1c(COc2ccccc2)nnc1SCC(=O)Nc1ccc(N2CCOCC2)c(Cl)c1	1	-2	0.9	16	0	0.9	15	-1	0.8	1
O=C(O)c1cccc(Oc2ccc([N+](=O)[O-])cc2)c1	1	-28	1	0	-7	1	8	1	1	1
Cc1ccc(CNC(=O)COC(=O)CSc2cc(C)c(Br)cc2C)cc1	1	-14	0.9	28	-11	0.9	8	2	0.7	1.1
C=CCn1c(SCc2csc(-c3ccc(C)cc3)n2)nnc1-c1ccccc1OC	1	-3	1.1	13	-5	1	-20	-3	0.9	0.9
O=S(=O)(NCC(c1cccnc1)N1CCOCC1)c1ccc(Cl)cc1 (stereo unspecified)	1	3	1	3	-7	1.1	7	-4	1	1.1
COc1ccc(N(C)C(=S)Oc2ccc(C(=O)Nc3ccccc3)cc2)cc1	1.1	-10	1	12	2	1	-2	-7	0.9	1
Cc1ccc(-c2nn(-c3cc(Cl)ccc3[N+](=O)[O-])c(=O)c3ccccc23)cc1C	1.1	-6	1	-2	-4	1	3	-5	1	1
COc1cc(-c2ncc3ccccn23)cc(OC)c1OC	1	-9	0.8	16	0	0.8	10	2	0.8	1
COC(=O)C1=C(C)N=C2SC(C)C(=O)N2C1/C=C/c1ccccc1 (stereo unspecified)	1.1	-17	1	14	-4	1	-3	-8	0.9	1.1
COc1cccc(C(=O)Nc2cccc(C(=O)NC3=NN(c4c(Cl)cc(Cl)cc4Cl)C(=O)C3)c2)c1	1	-6	1.1	10	1	1.1	-1	2	0.9	1
COCCN(C(=O)CCC(=O)Nc1ccccn1)C(C(=O)NC1CCCC1)c1ccc(OC)cc1 (stereo unspecified)	1	-5	1	8	-3	1	4	1	0.9	1
S=c1[nH]c2ccccc2o1	1	-4	1.6	12	3	1.4	15	-3	0.9	1
Cc1ccc(NC(=S)N(CCN2CCCCC2)Cc2ccco2)cc1C	1	-11	0.9	8	3	0.9	6	0	0.9	1.1
CCCCC(=O)Nc1cccc(NC(=O)c2cccc([N+](=O)[O-])c2)c1	1	-15	1	19	-1	1	2	-5	0.8	1.1
CN(C)S(=O)(=O)N(CC(=O)N(Cc1ccccc1)Cc1ccccc1)c1ccccc1	1	-5	0.9	23	2	0.8	11	-3	0.8	1.1
CCCCN(Cc1ccccc1)C(=O)C1CCN(Cc2sccc2C)CC1	1.1	-8	1	12	0	1	-2	-6	0.9	1.1
O=C(O)c1ccc(NC(CSCc2ccc(F)cc2)C(=O)O)c([N+](=O)[O-])c1 (stereo unspecified)	0.9	0	1	12	-2	1	-1	5	0.9	1
O=C(Nc1nc2ccc(S(=O)(=O)N3CCCC3)cc2s1)c1ccccn1	1.1	-42	0.9	16	-1	1.2	12	-6	0.8	1
COc1cc(C(=S)N2CCCC2)ccc1O	1.1	-11	1	2	0	1	0	-7	1	1
COc1ccc(Br)cc1C1NC(=O)c2c(sc3c2CCN(C)C3)N1 (stereo unspecified)	1	4	0.9	4	.	1	7	-3	1	1
CC1(C)Oc2ccc(C(=O)N3CCOCC3)cc2N(CC(=O)Nc2ccccc2)C1=O	1	-5	0.9	2	-2	0.9	1	3	1	1
